ER stress surv = protection against thapsigargin ER stress killing – CSM14.1 cells, ATP luminescence, primary screen. relative survival (cellular ATP), % at 15 µg/mL (by protocol). AID 1010, 2008. CSM14.1 thapsigargin ER stress survival. 0.33% of 48,000 active;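 active = survival measured by cellular ATP above 50% at 15 µg/ml in the first screen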;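 also: cell death triggered by about 15 µM thapsigargin; ATP read 24 h after thapsigargin was added; plate controls were thapsigargin with DMSO for no effect and DMSO without thapsigargin for full effect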
Active calls of the source: *. Some of the compounds tested (hit frequency here may not be typical).

SMILES	ER stress surv
CCOC(=O)C1=C(C)N=c2s/c(=C\c3ccc(N(C)C)o3)c(=O)n2C1c1ccc(F)cc1 (stereo not drawn)	2
CS(=O)(=O)N(CC(=O)NC1CC1)c1ccc(Cl)cc1	-2
Cc1cc(C)n2nc(-c3ccc(Cl)cc3)cc2n1	5
CCCCN(CCCC)S(=O)(=O)c1ccc(I)cc1	13
N/C(=N\N=C\c1ccc(O)cc1)c1nonc1N	-10
Cc1c(-c2ccc(Cl)cc2)nc2ccccc2c1C(=O)O	9
CC(C)(C)NC(=O)c1cc(NC(=O)c2cccs2)cc(NC(=O)c2cccs2)c1	4
Cc1ccc2nc(NC3=NC(CC(=O)O)C(=O)N3)nc(C)c2c1 (stereo not drawn)	11
CC(C)(O)C#Cc1ccc(C2C3=C(CC(C)(C)CC3=O)OC3=C2C(=O)CC(C)(C)C3)cc1	4
CC(=O)C1=C(N2CCOCC2)CC(C)(C)CC1=O	9
CCCN1C(=O)/C(=C\c2nc3ccccc3c(=O)n2C)c2cc(Br)ccc21	3
O=C(/C=C/c1ccccc1OC(=O)c1cccnc1)c1ccccc1	-4
O=C1CCCC2=C1C(c1ccc3c(c1)OCO3)Nc1ccc3ccccc3c12 (stereo not drawn)	9
CC(=O)c1ccc(NC(=S)Nc2ccccc2)cc1	-1
Cc1cc(C(=O)Nc2nc(-c3ccc(Cl)cc3)cs2)ccc1[N+](=O)[O-]	3

By substructure: the entries above with sulfur
SMILES	ER stress surv
CCOC(=O)C1=C(C)N=c2s/c(=C\c3ccc(N(C)C)o3)c(=O)n2C1c1ccc(F)cc1 (stereo not drawn)	2
CS(=O)(=O)N(CC(=O)NC1CC1)c1ccc(Cl)cc1	-2
CCCCN(CCCC)S(=O)(=O)c1ccc(I)cc1	13
CC(C)(C)NC(=O)c1cc(NC(=O)c2cccs2)cc(NC(=O)c2cccs2)c1	4
CC(=O)c1ccc(NC(=S)Nc2ccccc2)cc1	-1
Cc1cc(C(=O)Nc2nc(-c3ccc(Cl)cc3)cs2)ccc1[N+](=O)[O-]	3

(listing goes on)
SMILES	ER stress surv
Cc1ccc(N=C(NO)C(=Nc2ccc(C)c(C)c2)NO)cc1C	-6
CC1CCc2c(sc(NC(=O)c3ccccc3Cl)c2C(=O)Nc2ccccc2Cl)C1 (stereo not drawn)	-2
Cc1ccc2[nH]c(C(=O)N/N=C/c3ccncc3)c(-c3ccccc3)c2c1	0
Cc1ccc(S(=O)(=O)N(CC(=O)NCC2CCCO2)c2ccc(C(C)C)cc2)cc1 (stereo not drawn)	2
CCOC(=O)c1c(NC(=O)c2ccoc2C)sc2c1CCC(C)C2 (stereo not drawn)	4
c1ccc(Nc2ncnc3sc4c(c23)CCC4)cc1	-9
Cc1cc(C=C2C(=O)NC(=S)NC2=O)c(C)n1-c1cccnc1	7
CC(=O)Nc1ccc(S(=O)(=O)Nc2ccccc2C(=O)Nc2ccccc2)cc1	11
CCc1ccccc1NC(=O)c1ccc(CN2CCc3ccccc3C2)cc1	0
COc1cccc(N(CC(=O)Nc2ccc(C)cc2)S(=O)(=O)c2ccccc2)c1	12
Cc1cc(=O)oc2cc3c(cc12)OCCN3	4
COc1cccc(/C=C2/C=C(c3ccc(C)cc3)OC2=O)c1OC	6
Oc1ccccc1/C=N/Nc1cc(N2CCCC2)nc(N2CCCC2)n1	-2
O=C(Nc1ccccc1)Nc1nnc(Cc2ccc([N+](=O)[O-])cc2)s1	8
COc1cc(/C=N\n2nnnc2N)ccc1OCc1ccc(F)cc1	2
CC(=O)C1=C(O)C(=O)N(CCN(C)C)C1c1ccc2c(c1)OCO2 (stereo not drawn)	-8
Cc1nc2ccccc2n1-c1ccccc1	-2
O=C/C(=C\Nc1ccc(S(=O)(=O)CCO)cc1)c1nc2ccccc2o1	16
CCN(CC)c1ccc(C=Nn2cnnc2)cc1	9
CCOC(=O)/C(N=Nc1cc(C(=O)OC)cc(C(=O)OC)c1)=C(/C)O	16
O=C1CCCC2=C1C(c1ccc(Cl)cc1Cl)Nc1ccc(C(=O)c3ccccc3)cc1N2 (stereo not drawn)	-6
COc1cc(/C=C2\SC(=O)N(c3c(C)n(C)n(-c4ccccc4)c3=O)C2=O)ccc1O	-5
O=C(Nc1cc(Sc2ccccc2)cc([N+](=O)[O-])c1)c1ccc(F)c(F)c1	6
O=C1CC(Nc2ccc(N3CCOCC3)cc2)C(=O)N1c1cccc(Cl)c1 (stereo not drawn)	1
O=C1CC(N2CCN(c3ncccn3)CC2)C(=O)N1c1ccc(I)cc1 (stereo not drawn)	1
CC1(C)N=C(N)NC(Nc2ccccc2)=N1	6
CCOc1cc(C(=O)Nc2sc(C)c(C)c2C(=O)OC)cc(OCC)c1OCC	1
Cc1cc(C)cc(N(CC(=O)NCC2CCCO2)S(=O)(=O)c2ccccc2)c1 (stereo not drawn)	-6
COc1ccc(CCNC(=O)C(Cl)(Cl)Cl)cc1	-3
O=C(O)C1CCCCC1C(=O)NCc1ccccc1 (stereo not drawn)	2
COc1ccc(-c2cc(C(F)(F)F)n3nc(C(=O)Nc4cccc(O)c4)cc3n2)cc1OC	0
CC(/C=C/c1ccccc1)=NNC(=O)c1ccc(Cl)cc1O	-1
O=C(Nc1ccccc1O)c1cccnc1	-12
O=C(c1cccc([N+](=O)[O-])c1)N1N=C(c2ccccc2)CC1(O)C(F)(F)F (stereo not drawn)	-2
O=c1oc2cc(OCCc3ccccc3)ccc2c2c1CCC2	10
O=C(N/N=C/c1ccccc1O)c1cc(C2CC2)[nH]n1	-2
Cc1cc(/C=C2/NC(=O)NC2=O)c(C)n1-c1cccnc1	-8
CCc1c(O)nc(SCCN(CC)CC)[nH]c1=O	10
C=CCOc1ccc(/C=C2\SC(N)=NC2=O)cc1OC	-2
COc1cccc(/C=C2/C=C(c3ccc(Br)cc3)OC2=O)c1OC(C)=O	4
CC(C)NC(=O)c1ccc(Cl)c(Cl)c1	1
N/C(=N\N=C\c1c(O)ccc2ccccc12)c1nonc1N	-2
CC1=C(C(=O)OCCOc2ccccc2)C(c2ccccc2F)C2=C(CCCC2=O)N1 (stereo not drawn)	6
CCc1ccccc1NC(=O)C(=O)NCCCOC	-1
O=C(COc1ccc2ccccc2c1)NCc1cccnc1	8

Reprinted at random: 6 entries already listed.
SMILES	ER stress surv
O=C(c1cccc([N+](=O)[O-])c1)N1N=C(c2ccccc2)CC1(O)C(F)(F)F (stereo not drawn)	-2
CCc1c(O)nc(SCCN(CC)CC)[nH]c1=O	10
CC(C)NC(=O)c1ccc(Cl)c(Cl)c1	1
Cc1cc(/C=C2/NC(=O)NC2=O)c(C)n1-c1cccnc1	-8
C=CCOc1ccc(/C=C2\SC(N)=NC2=O)cc1OC	-2
CC1=C(C(=O)OCCOc2ccccc2)C(c2ccccc2F)C2=C(CCCC2=O)N1 (stereo not drawn)	6

(listing goes on)
SMILES	ER stress surv
COc1ccc(Cl)cc1C(=O)Nc1ccc(N2CCCCC2)c(Cl)c1	-4
COC(=O)c1c(/N=C/N(C)C)ncn1-c1ccccc1OC	-3
Cc1ccc(/C=C2/SC(=S)N(NC(=O)c3ccccc3Br)C2=O)o1	10
CCOc1ccc(-c2cc(C(=O)OC)c3ccccc3n2)cc1	-3
O=C(O)c1cnn2c1NC(c1cccs1)CC2C(F)(F)F (stereo not drawn)	11
Cc1ccc(Cl)cc1NC(=O)COc1cccc(C)c1C	8
O=C(O)C1C2C=CC(C2)C1C(=O)Nc1ccc(Br)cc1F (stereo not drawn)	1
O=C1CS/C(=N\N=C\c2cn(Cc3ccc(Cl)cc3Cl)nc2-c2ccccc2)N1	6
CN1CCC(O)N1C(=O)c1ccccc1O (stereo not drawn)	-7
O=C(c1ccccc1)N1CC(=O)N2CCc3ccccc3C2C1 (stereo not drawn)	6
COc1cc2c(cc1NC(=O)c1cccc([N+](=O)[O-])c1C)oc1ccccc12	1
COC(=O)C(C)N(C(=O)c1ccc(C(=O)c2ccccc2)cc1)c1c(C)cccc1C (stereo not drawn)	-1
C=CCSc1nc2sc3c(c2c(=O)n1-c1ccccc1)CCc1ccccc1-3	4
CN(C)C(=O)c1cnn(-c2ccccc2)c1NC(=O)c1ccc(Br)cc1	1
CC(C)(C)c1ccc(C(=O)NCCOc2ccccc2Cl)cc1	10
c1ccc2c(c1)nc1n2CCN1CCNC1CCCCC1	-1
Cc1ccc(S(=O)(=O)N(C)CCCC(=O)Nc2ccccc2C)cc1	-2
COc1ccc(/C(N)=N/OC(=O)c2cccc(F)c2)cc1	-6
Cc1cc[n+](CC(=O)N(c2ccccc2)C(C)C)cc1	-2
O=C(CSCc1ccc(Cl)cc1)N/N=C/c1ccc(Sc2cccc3cccnc23)o1	10
Cc1ccc(Sc2ccc(/C=C3/SC(=S)N(C)C3=O)o2)cc1	3
O=C(CCC1CCCC1)N1CCN(S(=O)(=O)c2ccccc2)CC1	1
CCOC(=O)c1c(N)sc(C(=O)N(C)Cc2ccccc2)c1C	13
O=C1/C(=C/c2cn(Cc3ccccc3Cl)c3ccccc23)Sc2ccccc21	11
CCCOC(=O)c1ccc(NC(=O)c2c(-c3c(Cl)cccc3Cl)noc2C)cc1	14
NC(=O)c1ccc(NC(=S)Nc2ccc(F)cc2)cc1	0
O=C1C(=O)N(c2cccc([N+](=O)[O-])c2)C(c2ccc(F)cc2)/C1=C(/O)c1ccccc1 (stereo not drawn)	10
COc1ccc(C2Nc3ccccc3C(=O)N2Cc2ccco2)cc1COc1cccc(C)c1C (stereo not drawn)	-2
COc1ccc(C(=O)NC(=S)Nc2ccccc2Cl)cc1	7
COC(=O)C1=C(C)NC(=O)CC1c1ccccc1 (stereo not drawn)	-10
Cc1ccccc1OCC(=O)Nc1ccc(Nc2ccccc2)cc1	8
Cc1cc(C)n(CC(=O)n2nc(C)cc2C)n1	5
CC1(C)CC(=NNC(=O)c2ccc(Br)o2)CC(C)(C)N1	8
CCCOC(=O)c1ccc(NC(=O)c2cc3ccccc3oc2=O)cc1	8
N/C(=N\S(=O)(=O)c1ccccc1)c1ccc(Cl)cc1	-3
Cc1ccnc(N2C(=O)c3ccc(C(=O)c4ccc5c(c4)C(=O)N(c4cc(C)ccn4)C5=O)cc3C2=O)c1	9
Cc1ccc2nc(-c3ccc(N=Cc4cccc(O)c4O)cc3)sc2c1	-11
CC(C)c1ccc(N(CC(=O)N(C)Cc2ccccc2)S(=O)(=O)c2ccccc2)cc1	6
C/C(=N\N=C1\NC(=O)C(CC(=O)Nc2ccc(Cl)cc2Cl)S1)c1ccc(F)cc1 (stereo not drawn)	5
CCN(CC)CCCCCCOc1ccccc1C(C)(C)C	-24
Cc1nc(-c2ccccc2)nc(N/N=C/c2ccc(N(C)C)cc2)c1C	-3
Nc1ccc2nc(SCC(=O)Nc3ccc4nc(SCC(=O)NC5CC5)sc4c3)sc2c1	7
N/C(=N\OC(=O)c1ccc(I)cc1)c1ccc(Cl)cc1	7
O=C(Cc1ccccc1)Nc1cccc(-c2nnc(-c3cccc(NC(=O)Cc4ccccc4)c3)o2)c1	4
N#C/C(=C\c1ccc(Cl)cc1Cl)c1nc(-c2ccc(Br)cc2)cs1	13
CCOC(=O)C(Oc1cc2oc(=O)c3c(c2cc1Cl)CCCC3)c1ccccc1 (stereo not drawn)	2
O=C(NNC(=O)c1ccco1)c1cccc(I)c1	11
CCCS(=O)(=O)c1c(S(=O)(=O)CCC)c2cc(-c3ccncc3)ccn2c1C(=O)c1ccc(OC)cc1	8
CC(C)NC(=O)c1cnn2c1NC(c1ccc(Br)cc1)CC2C(F)(F)F (stereo not drawn)	8
Cc1ccccc1C(=O)NNC(=S)Nc1ccccc1	0
CN1CCN(C(=O)c2ccccc2NC(=O)Cc2ccccc2)CC1	-2
COc1cc(/C=C2\C(=O)NC(=O)N(C)C2=O)ccc1OCc1ccc(C(=O)O)cc1	3
Cc1ccc([N+](=O)[O-])cc1/C=N/NC(=O)CSCC(=O)Nc1ccccc1	5
COc1ccc(OC)c(N(CC(N)=O)S(C)(=O)=O)c1	0
O=c1[nH]cc(NN=c2c(=O)c3ccccc3c2=O)c(=O)[nH]1	5
CCCC12C(=O)C(C)(C(c3ccccc3)=C1c1ccccc1)C1C(=O)N(c3cccc(Br)c3)C(=O)C12 (stereo not drawn)	-3
CCN(CC)CCSc1nc2sc3c(c2c(=O)n1-c1ccccc1)CC(C)(C)OC3	-12
O=S(=O)(Cc1ccccc1)N1CCN(c2ccc(F)cc2)CC1	6
C#CCOc1cc(Br)c(/C=C2\C(=O)NC(=O)N(c3ccc(C)cc3)C2=O)cc1OC	2
COc1cc(/C=N/NC(=O)/C(=C\C=C\c2ccccc2)NC(=O)c2ccccc2)cc(OC)c1O	-4
More records follow:
SMILES	ER stress surv
COc1ccc(C(=O)/C=C/c2cn(Cc3ccccc3)c3ccccc23)cc1	4
Cc1nnc(C)n1/N=C/c1ccc(Cl)cc1	-1
Cc1c(NC(=S)NC(=O)/C=C/c2ccccc2)cccc1-c1nc2ncccc2o1	16
O=C(Cc1nnn(-c2ccccc2)n1)c1cccc([N+](=O)[O-])c1	8
COc1cc(C(=O)Nc2ccc(C(C)C)cc2)c([N+](=O)[O-])cc1OC	16
c1ccc2cc3[nH]c(CN4CCOCC4)nc3cc2c1	-2
O=c1oc2c3c(ccc2c2c1CCC2)OCN(c1ccc(Cl)cc1)C3	10
CCOC(=O)CC(=O)c1[nH]c(C)c(C(=O)OCC)c1C	26
CCCOc1ccc(/C=N/N2CCN(Cc3cccc4ccccc34)CC2)cc1	3
Cc1cc2nc(-c3cc(NC(=O)c4cccc([N+](=O)[O-])c4)ccc3Cl)oc2cc1C	9
CCOc1ccc(S(=O)(=O)N(CC(=O)Nc2ccc(OC)cc2OC)c2ccc(C)cc2)cc1	5
O=C(O)C/C=C1/Nc2ccc([N+](=O)[O-])cc2OC1=O	5
COc1ccc(/C=C2\C=C(c3ccc(Br)cc3)OC2=O)cc1[N+](=O)[O-]	3
COc1ccc(NCC(O)Cn2c3ccc(Br)cc3c3cc(Br)ccc32)c(OC)c1 (stereo not drawn)	9
COc1ccc(N2C(=O)/C(=C\c3ccccc3C)SC2=S)cc1	5

A few values from above:
c1ccc2cc3[nH]c(CN4CCOCC4)nc3cc2c1 @ ER stress surv = -2
COc1cc(C(=O)Nc2ccc(C(C)C)cc2)c([N+](=O)[O-])cc1OC @ ER stress surv = 16
CCOc1ccc(S(=O)(=O)N(CC(=O)Nc2ccc(OC)cc2OC)c2ccc(C)cc2)cc1 @ ER stress surv = 5

High-throughput results from PubChem.
